Screening results deposited in PubChem BioAssay by National Center for Advancing Translational Sciences (NCATS).
Pf growth 96h: P. falciparum growth inhibition at 96 hour, primary screen for plastid delayed-death inhibitors; actives 6.9% (n = 320,000); P. falciparum luciferase reporter growth, 96 h; Potency, µM (doses to about 28.7 µM), for inactives: at the top dose activity change, negative = inhibition, most hits filed as inhibitors
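Two parasite generations (96 h, 37 C, 5% CO2) of compound exposure in infected erythrocytes (0.05% parasitemia, 2% hematocrit). Luciferase-reporter P. falciparum; decreased luminescence indicates inhibited growth, aimed at apicoplast-acting delayed death.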
Giardia FBPA inh: Giardia lamblia aldolase inhibition | A8B2U2 | AID 2451 | actives 0.71% (n = 290,000) | purified Giardia FBPA | Potency, µM (doses to about 59.6 µM), without a hit: top-dose activity, negative = inhibition, usual class: inhibitors; also: nearly all actives have a fitted effect of over 55% in size
Target sequence (A8B2U2 whole entry, looked up): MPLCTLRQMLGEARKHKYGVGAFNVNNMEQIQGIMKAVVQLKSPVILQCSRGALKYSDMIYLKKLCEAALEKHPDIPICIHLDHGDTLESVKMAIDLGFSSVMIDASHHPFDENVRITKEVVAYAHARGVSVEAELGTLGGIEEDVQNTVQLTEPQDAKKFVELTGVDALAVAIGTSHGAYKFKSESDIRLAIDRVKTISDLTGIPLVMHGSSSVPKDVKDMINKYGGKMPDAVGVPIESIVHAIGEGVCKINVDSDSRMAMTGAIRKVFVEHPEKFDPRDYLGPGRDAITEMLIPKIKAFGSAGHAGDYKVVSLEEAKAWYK
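Giardia FBPA (40 nM reagent) was preincubated 10 min at RT with compound (up to 57.5 uM final), then substrate plus GAPDH/TPI/NAD/arsenate coupling system with diaphorase/resazurin was added; resorufin fluorescence (525/598 nm) was read after 20 min.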
HCV inhibitor: HCV inhibition; actives 3.4% (n = 340,000); AID 651820; Potency, µM (series often up to 41.8 µM), without a hit: at the top dose activity change, negative = inhibition, usual class: inhibitors; Huh7.5.1 HCVcc-Cre infection, luciferase reporter, 44 h
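HCVcc-Cre virus at an moi near 0.5 was added right after compound to cells cultured 4 h from seeding (1,000 cells/well). Luciferase activity was determined 44 h later, 15 min after substrate addition at RT.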
Pf growth 48h: P. falciparum growth inhibition at 48 hours (one generation); AID 504832; actives 5.9% (n = 310,000); Potency, µM (highest dose often 28.7 µM), inactives show top-dose activity change, negative = inhibition, actives largely listed as inhibitors; P. falciparum luciferase growth in erythrocytes, 48 h
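Read-out is firefly luciferase luminescence from an integrated reporter in P. falciparum, so falling signal marks reduced parasite growth. Infected erythrocytes were at 2% hematocrit and 0.1% parasitemia (final) in Albumax-supplemented RPMI 1640.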
* marks the source's active call; other numbers are inactive results; ? = inconclusive; / = not tested or not shown; [ ] = dose if it differs, or a comment. Calls follow the shape of the dose curve; as a rule, active = well fitted curve in the direction sought with a large enough effect; inconclusive = small, poorly fitted or top-dose-only effect, or another doubt; inactive = no such curve, though single readings can be large; an effect the other way counts as inactive or inconclusive. % is scaled to controls: 0 for no effect and ±100 for the full control effect; potency is read from the fitted curve at half-maximal effect. This is a subset. The share of hits here may be higher or lower than overall.

| smiles | Pf growth 96h | HCV inhibitor | Pf growth 48h | Giardia FBPA inh |
| --- | --- | --- | --- | --- |
| CC1CC2C3CC(F)C4=CC(=O)C=C[C@@]4(C)[C@@]3(F)C(O)C[C@]2(C)[C@]1(O)C(=O)COC(=O)C(C)(C)C (some centres not stated) | / | / | / | 1.3% |
| C#C[C@@]1(O)CCC2C3CCC4=CC(=O)CCC4C3CC[C@@]21CC (some centres not stated) | / | / | / | -6.2% |
| CCCCNC(=O)[C@@H]1Cc2ccccc2N1C(=O)[C@H](N)CC | / | / | / | -3.6% |
| CC[C@H]1C(=O)OC[C@H]1Cc1cncn1C | / | / | / | -4.8%[21.7 µM] |
| COc1ccc(-c2cc(=O)c3c(O)c(OC)c(OC)c(OC)c3o2)cc1OC | / | / | / | -6.0% |
| COc1ccc(/C=C\C(=O)Nc2ccccc2C(=O)O)cc1OC | / | / | / | -2.6% |
| COc1cc([C@@H]2Oc3cc([C@H]4Oc5cc(O)cc(O)c5C(=O)[C@H]4O)ccc3O[C@H]2CO)ccc1O | / | / | / | -9.4% |
| CC1c2cccc(O)c2C(O)=C2C(=O)[C@]3(O)C(O)=C(C(N)=O)C(=O)C(N(C)C)C3C(O)C21 (some centres not stated) | / | / | / | ? |
| CC1(C)OC2CC3C4CC(F)C5=CC(=O)C=C[C@@]5(C)[C@@]4(F)C(O)C[C@@]3(C)[C@]2(C(=O)CO)O1 (some centres not stated) | / | / | / | 0.4% |
| CC(=O)C1=C(O)[C@@H]2[C@@H]3c4c[nH]c5cccc(c45)C[C@@H]3C(C)(C)N2C1=O | / | / | / | -16.7% |
| Nc1c2ccccc2nc2ccccc12 (tested in a mixture with another compound) | / | / | / | -7.5% |
| Oc1cc2c(cc1O)[C@@H]1c3ccc(O)c(O)c3OC[C@]1(O)C2 | / | / | / | ? |
| C[C@H](CCC(=O)O)[C@H]1CC[C@@H]2[C@H]3[C@@H](CC[C@@]21C)[C@]1(C)CC[C@H](O)C[C@@H]1C[C@@H]3O | / | / | / | 19.1%[21.7 µM] |
| O=C1Cc2c([nH]c3ccc([N+](=O)[O-])cc23)-c2ccccc2N1 | / | ? | / | / |
| O=C(O)/C=C/c1ccc(O)cc1 | / | 18.8% | / | / |
| CC1OC(CC(=O)O)CC2=C1C(=O)c1c(O)cccc1C2=O (configuration not stated) | / | 0.562µM* | / | / |
| COc1c(O)cc2c(c1O)[C@@H]1OC(CO)C(O)C(O)[C@H]1OC2=O (some centres not stated) | / | ? | / | / |
| COC(=O)C1=CO[C@@H](OC2OC(CO)C(O)C(O)C2O)[C@@H]2[C@@H](C)[C@@H](O)C[C@H]12 (some centres not stated) | / | 30.7%[activator] | / | / |
| O=c1ccn([C@H]2C[C@H](O)[C@@H](CO)O2)c(=O)[nH]1 | / | 13.6% | / | 5.6% |
| O=C(Nc1ccc(Cl)c(Cl)c1)C1CC1 | ? | / | 3.4% | / |
| CCCCCCCCCCCCCC[N+](C)(C)Cc1ccccc1 | 2.69µM* | / | 1.69µM* | / |
| CCCOC(C(=O)OC1CCN(C)CC1)(c1ccccc1)c1ccccc1 | 12µM* | / | 12µM* | / |
| CC(=O)O[C@@]12CO[C@@H]1C[C@H](O)[C@@]1(C)C(=O)[C@H](O)C3=C(C)[C@@H](OC(=O)C(O)[C@@H](NC(=O)OC(C)(C)C)c4ccccc4)C[C@@](O)([C@@H](OC(=O)c4ccccc4)[C@H]21)C3(C)C (some centres not stated) | 0.0135µM* | / | 0.0135µM* | / |
| CO/N=C(/C(=O)N[C@@H]1C(=O)N2C(C(=O)O)=C(C[n+]3ccc(N)n3CCO)CS[C@H]12)c1csc(N)n1 | 10.7µM* | / | -5.7% | / |
| Cc1cccc(C)c1NC(=O)CN(CC(=O)O)CC(=O)O | -4.1% | / | -3.2% | / |
| C/C=C/C=N/NC(=O)c1ccncc1 | ? | / | -14.8% | / |
| CC(=O)Nc1ncc([N+](=O)[O-])s1 | -5.3% | / | -4.1% | / |
| CCCC(=O)O[C@]1(C(=O)COC(C)=O)CC[C@H]2C3C[C@H](F)C4=CC(=O)C=CC4(C)[C@@]3(F)[C@@H](O)CC21C (some centres not stated) | ? | / | ? | / |
| NS(=O)(=O)c1cc(-c2nn[nH]n2)c(NCc2cccs2)cc1Cl | 12µM* | / | -9.6% | / |
| CCCCCCCCCCCCCCNCCO | ? | / | ? | / |

Among those listed so far, these contain an aryl methoxy group.
| smiles | Pf growth 96h | HCV inhibitor | Pf growth 48h | Giardia FBPA inh |
| --- | --- | --- | --- | --- |
| COc1ccc(-c2cc(=O)c3c(O)c(OC)c(OC)c(OC)c3o2)cc1OC | / | / | / | -6.0% |
| COc1ccc(/C=C\C(=O)Nc2ccccc2C(=O)O)cc1OC | / | / | / | -2.6% |
| COc1cc([C@@H]2Oc3cc([C@H]4Oc5cc(O)cc(O)c5C(=O)[C@H]4O)ccc3O[C@H]2CO)ccc1O | / | / | / | -9.4% |
| COc1c(O)cc2c(c1O)[C@@H]1OC(CO)C(O)C(O)[C@H]1OC2=O (some centres not stated) | / | ? | / | / |

The main list resumes, repeating the three entries before the break.
| smiles | Pf growth 96h | HCV inhibitor | Pf growth 48h | Giardia FBPA inh |
| --- | --- | --- | --- | --- |
| CCCC(=O)O[C@]1(C(=O)COC(C)=O)CC[C@H]2C3C[C@H](F)C4=CC(=O)C=CC4(C)[C@@]3(F)[C@@H](O)CC21C (some centres not stated) | ? | / | ? | / |
| NS(=O)(=O)c1cc(-c2nn[nH]n2)c(NCc2cccs2)cc1Cl | 12µM* | / | -9.6% | / |
| CCCCCCCCCCCCCCNCCO | ? | / | ? | / |
| CC(=O)N1CC(O)CC1C(=O)O (configuration not stated) | 3.2% | / | -9.2% | / |
| CNC1CCCN(c2c(F)cc3c(=O)c(C(=O)O)cn(C4CC4)c3c2OC)C1 (configuration not stated) | 4.26µM* | / | 4.78µM* | / |
| OCc1ccccn1 | 12.7% | / | 5.7% | / |
| COc1ccc(-c2ccc3cc(C(=O)O)ccc3c2)cc1C12CC3CC(CC(C3)C1)C2 | -3.5% | / | 10.6% | / |
| Cc1ccc2nc(N)[nH]c(=O)c2c1Sc1ccncc1 | 2.13µM* | / | 4.78µM* | / |
